NPR2 activator: GC-B (human) receptor activation | HEK293-GC-B cells, CNP EC30, cGMP TR-FRET; 0% at EC30 CNP, 100% saturating CNP | activation, % at 10 µM | 370,000 compounds, 0.11% hits;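 active means activation at 10 µM reaching about 35% in either raw or pattern-adjusted values, limit read from the data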
ABHD4 inh: inhibitors of mouse ABHD4; 370,000 compounds, 0.54% hits; purified mABHD4, FP-Rh probe fluorescence polarization; AID 720543; inhibition, % at 8.92 µM;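 active means inhibition exceeding the mean over every tested compound plus 3 SD, cut at about 30% in these data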;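 further: 0% = plate median of compound wells and 100% = S159A mutant with DMSO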
Target sequence (Q8VD66 whole entry, looked up): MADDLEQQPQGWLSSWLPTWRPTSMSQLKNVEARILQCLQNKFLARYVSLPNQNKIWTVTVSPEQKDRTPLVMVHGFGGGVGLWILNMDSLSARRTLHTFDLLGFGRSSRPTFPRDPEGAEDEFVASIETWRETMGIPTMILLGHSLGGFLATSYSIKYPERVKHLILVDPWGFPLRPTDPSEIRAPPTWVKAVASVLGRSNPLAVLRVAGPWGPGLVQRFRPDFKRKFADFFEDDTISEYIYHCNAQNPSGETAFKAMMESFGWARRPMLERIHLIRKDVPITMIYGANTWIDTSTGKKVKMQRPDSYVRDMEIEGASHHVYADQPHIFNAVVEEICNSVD
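assay system = mABHD4 protein | compound dosing = single nominal dose of 8.92 µM, 0.89% DMSO final | read-out basis = percent inhibition of probe binding, normalized to plate controls | schedule = Enzyme–compound pre-incubation 45 min, then probe 60 min, both 25 °C | detection = fluorescence polarization, excitation 525 nm, emission 598 nm, BODIPY TMR filters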
TCR-CD3 inh: inhibitors of human TCR-CD3 interaction; AID 651800; TAMRA-labeled TCR probe fluorescence, biochemical; 360,000 compounds, 0.37% hits; inhibition, % at 9.4 µM; in the data active means inhibition above about 19%;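 further: recombinant mutant TCR 2C K166C tagged with TAMRA read by polarization; 0% = receptor in buffer alone and 100% = receptor with positive control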
LEDGF integ inh: blocks HIV-1 LEDGF/p75-dependent DNA integration; 370,000 compounds, 0.64% hits; TR-FRET IN-LEDGF/p75 DNA integration, Eu/Cy5; inhibition, % at 3.7 µM;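 active means inhibition above the screen-wide mean plus 3 SD, cut at about 13% in these data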;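 further: signal is the Cy5 over europium emission ratio at 671 and 618 nm; 0% = plate median of compound wells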
TDP2 inh: blocks human TDP2 phosphodiesterase activity; inhibition, % at 12.8 µM; 370,000 compounds, 0.34% hits; recombinant TDP2, T5PNP hydrolysis, p-nitrophenol absorbance 415 nm;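 active means inhibition above the mean of all tested compounds plus 3 SD, set per campaign, cut at about 25% in these data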;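 further: 0% = DMSO with enzyme and 100% = buffer with substrate but no TDP2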
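Read-out basis: percent inhibition. System: recombinant human TDP2. Buffer or medium: Mg2+-containing Tris-HCl buffer, pH 7.5. Repeats: single replicate. Timing: reaction 2 h, 37 °C. Benchmarks: high control without enzyme, low control DMSO plus TDP2. Probe or stimulus: 5 mM T5PNP. Doses: 12.8 µM only. Measured by: epi absorbance of p-nitrophenol freed from T5PNP by hydrolysis.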
HTRA1 inh: blocks human HTRA1 serine peptidase | inhibition, % at 5.96 µM | Q92743 | AID 504803 | recombinant HTRA1, FP-rhodamine activity-based probe, fluorescence polarization | 340,000 compounds, 0.5% hits; in the data active means inhibition above about 36%;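 further: 0% = enzyme with DMSO and 100% = wells lacking enzyme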
Target sequence (Q92743 whole entry, looked up): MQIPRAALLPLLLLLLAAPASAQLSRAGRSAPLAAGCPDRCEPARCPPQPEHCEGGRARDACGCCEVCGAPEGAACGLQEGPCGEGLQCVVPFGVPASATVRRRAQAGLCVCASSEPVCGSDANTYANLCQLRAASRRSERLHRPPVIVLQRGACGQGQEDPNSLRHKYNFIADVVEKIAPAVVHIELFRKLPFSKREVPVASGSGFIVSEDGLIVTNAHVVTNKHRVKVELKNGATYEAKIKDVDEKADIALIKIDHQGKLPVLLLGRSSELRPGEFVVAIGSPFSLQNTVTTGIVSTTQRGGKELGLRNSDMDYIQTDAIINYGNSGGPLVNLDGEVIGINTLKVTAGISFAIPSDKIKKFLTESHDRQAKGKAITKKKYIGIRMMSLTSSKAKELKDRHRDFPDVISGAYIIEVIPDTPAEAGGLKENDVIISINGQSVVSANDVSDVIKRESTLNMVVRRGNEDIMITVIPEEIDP
PRMT1 FP inh: inhibitors of human PRMT1 | 370,000 compounds, 1.3% hits | inhibition, % at 2.79 µM | recombinant PRMT1, activity-based probe fluorescence polarization | Q99873;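 active means inhibition above about 21% made by adding two undisclosed values, limit read from the data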
MBD2 DNA inh: inhibitors of human MBD2 binding to methylated oligonucleotide. Q9UBB5. TR-FRET. inhibition, % at 4.4 µM. 370,000 compounds, 0.31% hits; in the data active means inhibition above about 13%
rCAG binder: binds r(CAG) RNA repeats | 370,000 compounds, 1.3% hits | inhibition, % at 3 µM | r(CAG) RNA repeat, TO-PRO-1 dye displacement fluorescence;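 active means inhibition above the plate cutoff, the mean of all test compounds on that plate plus 3 SD, cut at about 35% in these data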;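 further: 0% = DMSO alone and 100% = 100 µM mitoxantrone as full dye displacement; higher means more dye released from RNA so lower well fluorescence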
SIAE primary: inhibitors of human sialic acid acetylesterase SIAE; SIAE FP-Rh probe binding, fluorescence polarization; Q9HAT2; AID 1053197; inhibition, % at 9.66 µM; 370,000 compounds, 0.69% hits;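 active means inhibition above a cutoff: mean of compounds within the control limits plus 3 SD of those, cut at about 17% in these data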;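 further: 0% = plate median of compound wells and 100% = probe without SIAE protein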
Active calls of the source: *.

What do the screens show for `CCN(C(=O)CSc1nnc(Cn2nnc3ccccc32)o1)c1nc(-c2ccccc2)cs1`?
NPR2 activator: -8; ABHD4 inh: 2; TCR-CD3 inh: 12; LEDGF integ inh: -2; TDP2 inh: 5; HTRA1 inh: -10; PRMT1 FP inh: 0; MBD2 DNA inh: -4; rCAG binder: 3; SIAE primary: -7

How did Cc1ccc(S(=O)(=O)N2CCN(c3ccccc3)CC2)c(C)c1 do in these assays?
NPR2 activator: -4; ABHD4 inh: 2; TCR-CD3 inh: -6; LEDGF integ inh: -3; TDP2 inh: 1; HTRA1 inh: -8; PRMT1 FP inh: -1; MBD2 DNA inh: 1; rCAG binder: -9; SIAE primary: 22*

How did Cc1ccc2nc(-c3cccc(Br)c3)c(Cc3ccccn3)n2c1 do in these assays?
NPR2 activator: -5; ABHD4 inh: 3; TCR-CD3 inh: 2; LEDGF integ inh: 1; TDP2 inh: 9; PRMT1 FP inh: 2; MBD2 DNA inh: 9; rCAG binder: 3; SIAE primary: 3

How did CC1(C(=O)NS(=O)(=O)c2ccccc2Cl)CCN1C(=O)Cc1cccs1 (stereo not given) do in these assays?
NPR2 activator: -3; ABHD4 inh: -10; TCR-CD3 inh: 4; LEDGF integ inh: 5; TDP2 inh: -8; PRMT1 FP inh: -7; MBD2 DNA inh: -2; rCAG binder: 5; SIAE primary: -8

Results for CCOc1ccc(-n2c(=O)c3c4c(sc3n(CC(=O)NCCCOC)c2=O)CCCCC4)cc1 ?
NPR2 activator: 5; ABHD4 inh: -3; TCR-CD3 inh: 7; LEDGF integ inh: 0; TDP2 inh: -5; HTRA1 inh: 4; PRMT1 FP inh: 1; MBD2 DNA inh: 4; rCAG binder: -2; SIAE primary: -3

How did O=C(O)c1cnc(-c2ccccc2)nc1Sc1ccc(Cl)cc1Cl do in these assays?
NPR2 activator: -7; ABHD4 inh: -10; TCR-CD3 inh: -2; LEDGF integ inh: 1; TDP2 inh: 2; HTRA1 inh: -12; PRMT1 FP inh: 3; MBD2 DNA inh: 4; rCAG binder: 6; SIAE primary: -3

How did CCC(=O)Nc1c(C)n[nH]c1C do in these assays?
NPR2 activator: 2; ABHD4 inh: 1; TCR-CD3 inh: 3; LEDGF integ inh: 2; TDP2 inh: 0; HTRA1 inh: -1; PRMT1 FP inh: 0; MBD2 DNA inh: -1; rCAG binder: 0; SIAE primary: 11

How did O=C(CCC(=O)c1cccs1)NC1CCCCCC1 do in these assays?
NPR2 activator: -2; ABHD4 inh: 6; TCR-CD3 inh: -7; LEDGF integ inh: 0; TDP2 inh: -3; HTRA1 inh: -4; PRMT1 FP inh: 6; MBD2 DNA inh: 3; rCAG binder: -4; SIAE primary: -4

What do the screens show for `COC(=O)c1ccc(N2C(c3cc(OC)cc(OC)c3)=Cc3ccc(OC)cc3C2CC(=O)c2ccco2)cc1` (stereo not given)?
NPR2 activator: 2; ABHD4 inh: -12; TCR-CD3 inh: -5; LEDGF integ inh: -3; TDP2 inh: 1; PRMT1 FP inh: 2; MBD2 DNA inh: 1; rCAG binder: 11; SIAE primary: 3

Results for Cc1oc(-c2ccc3c(c2)OCCO3)cc1C(=O)O ?
NPR2 activator: 5; ABHD4 inh: -7; TCR-CD3 inh: -8; LEDGF integ inh: 7; TDP2 inh: -14; HTRA1 inh: 3; PRMT1 FP inh: 42*; MBD2 DNA inh: -2; rCAG binder: 11; SIAE primary: -2

How did COc1ccc(-c2noc(N3CCC(C(=O)Nc4ccc(OC)c(OC)c4)CC3)n2)cc1 do in these assays?
NPR2 activator: 1; ABHD4 inh: -3; TCR-CD3 inh: 5; LEDGF integ inh: 3; TDP2 inh: -12; HTRA1 inh: 0; PRMT1 FP inh: -5; MBD2 DNA inh: -5; rCAG binder: 3; SIAE primary: -5

Results for NS(=O)(=O)c1ccc(CCNCc2cc(Br)ccc2OCc2ccccc2)cc1 ?
NPR2 activator: -22; ABHD4 inh: 1; TCR-CD3 inh: 5; LEDGF integ inh: 3; TDP2 inh: -2; HTRA1 inh: -34; PRMT1 FP inh: 1; MBD2 DNA inh: -5; rCAG binder: -1; SIAE primary: 3

Results for COc1cc2cc(NC(C)=O)cc(NCc3ccccc3)c2cc1OC ?
NPR2 activator: -4; ABHD4 inh: -8; TCR-CD3 inh: -1; LEDGF integ inh: 2; TDP2 inh: 6; HTRA1 inh: 8; PRMT1 FP inh: 16; MBD2 DNA inh: -1; rCAG binder: 6; SIAE primary: -3

How did CC1CN(C(=O)c2cc(S(=O)(=O)N(C)c3ccc(F)cc3)ccc2Cl)CC(C)O1 (stereo not given) do in these assays?
NPR2 activator: -3; ABHD4 inh: -4; TCR-CD3 inh: 0; LEDGF integ inh: 3; TDP2 inh: -5; HTRA1 inh: 4; PRMT1 FP inh: 0; MBD2 DNA inh: 3; rCAG binder: -5; SIAE primary: -5

Results for N#Cc1ccc(N2Cc3ccccc3/C2=N/C(=O)Nc2ccc(Cl)cc2)cc1 ?
NPR2 activator: -3; ABHD4 inh: 27; TCR-CD3 inh: 6; LEDGF integ inh: 0; TDP2 inh: 13; HTRA1 inh: -4; PRMT1 FP inh: -1; MBD2 DNA inh: -1; rCAG binder: 9; SIAE primary: 0

Results for Cc1ccc(C(=O)N(CC(=O)NC2CCCC2)c2ccccc2Cl)s1 ?
NPR2 activator: 0; ABHD4 inh: -12; TCR-CD3 inh: -4; LEDGF integ inh: 0; TDP2 inh: 14; HTRA1 inh: 2; PRMT1 FP inh: -2; MBD2 DNA inh: -3; rCAG binder: -3; SIAE primary: -2

What do the screens show for `Cc1cccc2cc(CN(Cc3ccc(F)cc3)C(=O)N(C)C)c3nnnn3c12`?
NPR2 activator: -3; ABHD4 inh: -3; TCR-CD3 inh: -3; LEDGF integ inh: 3; TDP2 inh: 0; HTRA1 inh: 10; PRMT1 FP inh: 3; MBD2 DNA inh: -3; rCAG binder: -3; SIAE primary: 2

How did Cc1cc(OCC(=O)N[C@@H](Cc2c[nH]c3ccccc23)C(=O)O)c2c(C)c(C)c(=O)oc2c1 do in these assays?
NPR2 activator: -7; ABHD4 inh: 2; TCR-CD3 inh: -6; LEDGF integ inh: -1; TDP2 inh: 13; HTRA1 inh: -7; PRMT1 FP inh: 4; MBD2 DNA inh: 2; rCAG binder: 33; SIAE primary: 2

Results for O=C(OCC(=O)c1ccccc1Br)c1ccccn1 ?
NPR2 activator: 1; ABHD4 inh: 7; TCR-CD3 inh: 10; LEDGF integ inh: -5; TDP2 inh: -7; HTRA1 inh: -3; PRMT1 FP inh: 2; MBD2 DNA inh: 0; rCAG binder: 10; SIAE primary: 3

What do the screens show for `Cc1ccc(S(=O)(=O)N(C)CC(=O)N2CCN(Cc3ccccc3)CC2)cc1`?
NPR2 activator: 6; ABHD4 inh: 1; TCR-CD3 inh: -8; LEDGF integ inh: -7; TDP2 inh: -11; HTRA1 inh: -4; PRMT1 FP inh: 0; MBD2 DNA inh: 2; rCAG binder: -7; SIAE primary: -6

What do the screens show for `CN(C)CCN(C)Cc1ccccc1Sc1cccc2ccccc12`?
NPR2 activator: -17; ABHD4 inh: 19; TCR-CD3 inh: -3; LEDGF integ inh: 4; TDP2 inh: -2; HTRA1 inh: -5; PRMT1 FP inh: 1; MBD2 DNA inh: 1; rCAG binder: 2; SIAE primary: 2

What do the screens show for `Cc1ccccc1CN1C2=NCCCN2c2ccccc21`?
NPR2 activator: 4; ABHD4 inh: 2; TCR-CD3 inh: 3; LEDGF integ inh: -3; TDP2 inh: 0; HTRA1 inh: 0; PRMT1 FP inh: -1; MBD2 DNA inh: 0; rCAG binder: 7; SIAE primary: -3

What do the screens show for `Cc1cccc(N2CCN(C(=O)CCCn3c(=O)[nH]c4ccsc4c3=O)CC2C)c1` (stereo not given)?
NPR2 activator: 0; ABHD4 inh: -4; TCR-CD3 inh: 2; LEDGF integ inh: 2; TDP2 inh: 22; HTRA1 inh: 1; PRMT1 FP inh: 1; MBD2 DNA inh: 3; rCAG binder: 0; SIAE primary: -4

What do the screens show for `O=C(Nc1ccccc1-c1ccccc1)c1ccc(=O)[nH]n1`?
NPR2 activator: 2; ABHD4 inh: -1; TCR-CD3 inh: 14; LEDGF integ inh: 3; TDP2 inh: 15; HTRA1 inh: -3; PRMT1 FP inh: 0; MBD2 DNA inh: -2; rCAG binder: -3; SIAE primary: -1

What do the screens show for `Cc1cc(F)ccc1NS(=O)(=O)c1cccc2nsnc12`?
NPR2 activator: 0; ABHD4 inh: -4; TCR-CD3 inh: 2; LEDGF integ inh: -1; TDP2 inh: -4; HTRA1 inh: 6; PRMT1 FP inh: -1; MBD2 DNA inh: -1; rCAG binder: 0; SIAE primary: 6

Results for C[C@H]1CN([C@@H](C)CO)C(=O)Cc2cc(NS(C)(=O)=O)ccc2O[C@@H]1CN(C)Cc1ccc(Cl)c(Cl)c1 ?
NPR2 activator: -7; ABHD4 inh: -3; TCR-CD3 inh: 9; LEDGF integ inh: 4; TDP2 inh: -2; HTRA1 inh: 5; PRMT1 FP inh: -3; MBD2 DNA inh: 0; rCAG binder: 3; SIAE primary: 3

What do the screens show for `O=C(Oc1ccc(/C=N/NC(=O)c2ccccc2F)cc1)c1ccccc1`?
NPR2 activator: 2; ABHD4 inh: 5; TCR-CD3 inh: -4; LEDGF integ inh: -2; TDP2 inh: 3; HTRA1 inh: 2; PRMT1 FP inh: 2; MBD2 DNA inh: 3; rCAG binder: -4; SIAE primary: -3

How did Cc1cc(Br)ccc1NC(=O)CNC(=O)CSc1nccn1C do in these assays?
NPR2 activator: 4; ABHD4 inh: 5; TCR-CD3 inh: 0; LEDGF integ inh: -1; TDP2 inh: -9; HTRA1 inh: -10; PRMT1 FP inh: 0; MBD2 DNA inh: -2; rCAG binder: 2; SIAE primary: -3

What do the screens show for `CC(C)C1N(S(=O)(=O)c2ccccc2)CCN1S(=O)(=O)c1ccccc1`?
NPR2 activator: -4; ABHD4 inh: -1; TCR-CD3 inh: 5; LEDGF integ inh: -1; TDP2 inh: 3; HTRA1 inh: -5; PRMT1 FP inh: -5; MBD2 DNA inh: 3; rCAG binder: -3; SIAE primary: 0

Results for Cc1[nH][nH]c(=O)c1C(c1ccc(O)c(Br)c1)c1c(C)[nH][nH]c1=O ?
NPR2 activator: -3; ABHD4 inh: 4; TCR-CD3 inh: 1; LEDGF integ inh: -1; TDP2 inh: 12; HTRA1 inh: 4; PRMT1 FP inh: -5; MBD2 DNA inh: -5; rCAG binder: 1; SIAE primary: 5

Results for O=C(NC(=S)NCc1cccnc1)c1ccccc1[N+](=O)[O-] ?
NPR2 activator: 2; ABHD4 inh: 1; TCR-CD3 inh: -2; LEDGF integ inh: 4; TDP2 inh: 5; HTRA1 inh: 6; PRMT1 FP inh: -5; MBD2 DNA inh: -5; rCAG binder: -1; SIAE primary: 4

Assay outcomes deposited in PubChem BioAssay by several laboratories.

Some of the compounds tested; count on the stated rates, not on these rows.
